Screening data (PubChem BioAssay)
GC-A act: GC-A (human) enzyme activation. activation, % at 10 µM. P16066. AID 1671463. hit rate 0.14% among 370,000. HEK293 GC-A cells, cGMP TR-FRET, EC30 ANP; 0% at EC30 ANP, 100% saturating ANP; in the data active means activation above about 40%
Target sequence (P16066 whole entry, looked up): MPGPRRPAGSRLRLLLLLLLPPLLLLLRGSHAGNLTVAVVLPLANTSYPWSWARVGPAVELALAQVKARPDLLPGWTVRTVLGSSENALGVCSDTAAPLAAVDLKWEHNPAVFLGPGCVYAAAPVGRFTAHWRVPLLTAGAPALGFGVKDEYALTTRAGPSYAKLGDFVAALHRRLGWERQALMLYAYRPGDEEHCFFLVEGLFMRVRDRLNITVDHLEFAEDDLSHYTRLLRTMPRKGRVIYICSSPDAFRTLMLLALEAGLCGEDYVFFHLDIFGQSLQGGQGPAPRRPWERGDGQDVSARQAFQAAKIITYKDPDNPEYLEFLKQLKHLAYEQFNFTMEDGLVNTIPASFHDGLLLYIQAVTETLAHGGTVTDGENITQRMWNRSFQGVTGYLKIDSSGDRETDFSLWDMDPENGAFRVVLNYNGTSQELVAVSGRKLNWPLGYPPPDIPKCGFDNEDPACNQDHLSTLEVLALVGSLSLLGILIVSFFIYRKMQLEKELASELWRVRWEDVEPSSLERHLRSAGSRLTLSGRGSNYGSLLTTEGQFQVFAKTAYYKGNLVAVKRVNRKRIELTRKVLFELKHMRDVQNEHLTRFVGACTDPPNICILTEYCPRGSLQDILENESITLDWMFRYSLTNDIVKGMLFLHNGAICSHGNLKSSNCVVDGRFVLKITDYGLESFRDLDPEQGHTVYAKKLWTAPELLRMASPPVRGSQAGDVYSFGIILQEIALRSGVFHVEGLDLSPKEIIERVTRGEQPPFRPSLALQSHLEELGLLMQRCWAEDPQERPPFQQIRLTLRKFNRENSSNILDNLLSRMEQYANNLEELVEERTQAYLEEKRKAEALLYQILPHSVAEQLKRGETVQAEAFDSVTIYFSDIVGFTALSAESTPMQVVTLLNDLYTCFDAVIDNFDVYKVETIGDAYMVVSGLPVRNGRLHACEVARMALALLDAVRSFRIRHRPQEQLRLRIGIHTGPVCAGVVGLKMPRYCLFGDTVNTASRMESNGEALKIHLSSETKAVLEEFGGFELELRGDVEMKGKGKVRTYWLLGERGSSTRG
DAX1 inh-1: DAX1 (NR0B1) inhibition, primary screen. AID 652010. hit rate 1.1% among 370,000. inhibition, % at 6.8 µM. HEK293T StAR-luciferase reporter, SF-1/DAX-1 repression relief;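 active means inhibition above the mean over all tested compounds plus 3 SD, cut at about 3.6% in these data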;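 further: 0% = DAX-1 cells with DMSO and 100% = cells lacking DAX-1 with DMSO; higher inhibition means more luminescence from relief of DAX-1 repression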
GAA850 FXN act: frataxin GAA850 promoter activation | HEK293 lucGAA850 FXN promoter luciferase reporter, 24 h; percent of 10 µM SAHA response | activation, % at 6 µM | hit rate 0.56% among 360,000 | AID 540364;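 active means activation above the average of all compounds screened plus 3 SD, cutoff fixed separately per campaign, cut at about 7.5% in these data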;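 further: 0% = DMSO wells and 100% = 10 µM SAHA wells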
DAX1 inh-2: NR0B1 (DAX1) inhibition; P51843; HEK293 Gal4-DAX1 luciferase reporter, luminescence; inhibition, % at 6.75 µM; hit rate 0.99% among 340,000; AID 504766;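 active means inhibition above the mean over all tested compounds plus 3 SD, cut at about 4.2% in these data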;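 further: 0% = DAX1-transfected cells with DMSO and 100% = empty-vector control cells with DMSO; inhibition shows as a rise in luminescence from relieved DAX1 repression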
GC-B act: GC-B (human) receptor activation; activation, % at 10 µM; HEK293-GC-B cells, CNP EC30, cGMP TR-FRET; 0% at EC30 CNP, 100% saturating CNP; hit rate 0.11% among 370,000;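 active means activation at 10 µM reaching about 35% in either raw or pattern-adjusted values, limit read from the data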
KLK7 zymogen act: proKLK7 (human) activation, primary screen | activation, % at 7 µM | purified proKLK7, EDANS-DABCYL substrate fluorescence; 100% is mature enzyme control, 0% vehicle | hit rate 0.9% among 370,000 | P49862 | AID 652039;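 active means activation above the mean of all tested compounds plus 3 SD, computed per campaign excluding outliers beyond control limits, cut at about 13% in these data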
SMARCA2 act: increases SMARCA2 function in MMTV reporter cells. MG213 cells, MMTV-luciferase reporter, dexamethasone, overnight. activation, % at 9.1 µM. hit rate 1% among 370,000. AID 652017; in the data active means activation above about 7.8%;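 further: 0% = vehicle wells and 100% = reference activator wells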
ssDAF12 agonist: activators of S. stercoralis DAF-12 nuclear receptor. HEK293 ssDAF-12/GRIP1 lit1-tk-luc reporter, luminescence; % of 3 µM dafachronic acid response. hit rate 1% among 370,000. activation, % at 6.8 µM;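 active means activation above the mean over all tested compounds plus 3 SD, cut at about 0.9% in these data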;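 further: 0% = DMSO-only wells and 100% = 3 µM delta7-dafachronic acid wells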
HGIII-sPLA2 inh: Inhibits HGIII-sPLA2 liposome hydrolysis, primary screen; Q9NZ20; QFRET BODIPY PC-A2 liposome hydrolysis, fluorescence; inhibition, % at 12.2 µM; hit rate 0.56% among 370,000; AID 743126;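 active means inhibition above mean plus 3 SD of compounds lying within the high and low control bounds, cut at about 19% in these data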;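 further: 0% = median of test compound wells and 100% = no enzyme DMSO wells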
hgDAF-12 ag: agonists of H. glycines DAF-12 nuclear receptor; HEK293 GAL4-hgDAF12 UAS-luciferase reporter, agonist luminescence; normalized to butyrate control; activation, % at 6.8 µM; hit rate 1.8% among 370,000; AID 687014;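 active means activation above a cutoff set at the mean of all screened compounds plus 3 SD, cut at about 10% in these data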;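 further: 0% = DMSO wells and 100% = sodium butyrate wells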
hcDAF-12 act: activators of H. contortus DAF-12 nuclear receptor; hit rate 1.4% among 370,000; activation, % at 6.8 µM; HEK293 hcDAF-12 lit1-tk-luc reporter, luminescence; 0% DMSO, 100% Δ7-dafachronic acid;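 active means activation above the mean of all tested compounds plus 3 SD, cut at about 5.5% in these data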;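 further: 100% = response to 3 µM Δ7-dafachronic acid high control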
The depositor's hits bear a star; · = not tested or not shown.

SMILES	GC-A act	DAX1 inh-1	GAA850 FXN act	DAX1 inh-2	GC-B act	KLK7 zymogen act	SMARCA2 act	ssDAF12 agonist	HGIII-sPLA2 inh	hgDAF-12 ag	hcDAF-12 act
COc1ccc(/C=C2\SC(=S)N(CCCC(=O)N3CCN(C)CC3)C2=O)cc1	-0.6	-0.2	-4.1	-0.8	-1.5	0.9	-7.6	-1.7	-13.8	-5.2	-3.2
Cc1cccc(N2CCC(N3CCN(C4CCCCC4)C(CCO)C3)CC2)c1C (stereo unspecified)	-1.0	-0.9	0.5	-0.7	3.2	-0.5	-2.9	-1.9	3.2	0.5	-1.5
CC(C)(C)n1cc(S(=O)(=O)c2ccccc2)[nH]c1=O	0.5	0.6	-1.2	-0.3	0.4	0.1	-5.7	-1.0	8.2	3.8	-0.3
Cc1ccc(S(=O)(=O)N(CCC(=O)N2CCOCC2)c2ccccc2)cc1	-1.1	1.4	-0.6	1.2	0.9	-0.6	-3.2	-1.4	11.0	-1.5	-0.7
CCOC(=O)c1c(C)[nH]c(C(=O)OCC(=O)Nc2cc(Cl)ccc2OC)c1C	11.8	-0.1	1.6	-0.2	4.8	-0.1	-1.7	-0.1	0.4	-1.2	4.2
O=C(CSC1=Nc2ccccc2C2CC=NN12)Nc1ccc(F)c(F)c1F (stereo unspecified)	-1.0	1.1	2.6	0.7	1.2	-0.1	-3.3	0.0	9.6	0.4	1.9
COc1cccc(C2C(C(=O)OCc3ccccc3)=C(C)Nc3ncnn32)c1OC (stereo unspecified)	-4.9	0.6	-2.1	-2.1	-1.2	0.3	-3.2	-1.4	4.4	-1.4	0.3
Cc1ccc(S(=O)(=O)N2CCOCC2)cc1C(=O)O	1.1	-0.3	-0.1	-0.1	0.3	-0.7	-3.2	-0.9	5.7	1.0	0.7
CCOC(=O)C1(CCOc2ccccc2)CCN(Cc2ccc(COC)o2)CC1	0.7	-1.1	0.7	-1.2	-1.1	0.0	-3.4	-2.0	-9.2	3.2	-1.5
O=C(Nc1ccc(C(=O)N2CCN(c3ccc(F)cc3)CC2)cc1)C1=CSCCO1	0.4	-1.7	0.6	-0.3	0.0	0.3	-1.3	-1.8	-8.3	0.8	-2.0
CCN(CC)S(=O)(=O)c1ccc(NC(=O)COC(=O)c2cc(S(=O)(=O)Nc3ccc(OC)cc3)ccc2O)cc1	-3.2	-0.7	-2.7	0.4	-1.8	0.4	-0.3	-0.7	-45.5	0.9	-0.1
CN(C(=O)c1cccc([N+](=O)[O-])c1)c1ccccc1C(=O)NCc1ccccc1	-0.5	-1.9	-0.8	0.2	-2.1	-0.4	-2.8	-1.4	1.4	-0.8	-0.7
N#CCCN1CCN(C2=NC(=O)/C(=C\c3cccs3)S2)CC1	-10.8	-0.4	2.2	0.0	-7.9	0.0	8.8*	-1.3	-0.6	-0.3	-1.5
Cc1cc([N+](=O)[O-])nn1CC(=O)c1ccccc1	2.9	0.4	3.4	-0.8	-1.7	-0.2	1.7	-1.4	-11.4	0.0	0.8
CC1=C(C(=O)Nc2ccccc2C)C(c2ccc(C)o2)NC(=S)N1 (stereo unspecified)	-4.0	-0.7	2.3	2.7	-3.4	0.2	-0.1	-1.1	20.1*	-1.5	2.1
CC1CCCCN1C(=O)c1ccc(NC(=O)c2ccccc2Cl)cc1 (stereo unspecified)	1.0	0.1	-0.1	0.9	-5.6	-0.3	2.0	-1.4	-0.4	-1.0	0.1
CSc1nsc(SCC(=O)N2CCN(c3ccccc3)CC2)n1	2.3	-0.5	0.4	0.0	0.0	0.3	0.9	-0.9	2.5	1.7	5.4
O=C(Cc1ccc(Cl)cc1)NNC(=O)C(=O)NC1CCCCC1	0.8	0.2	0.5	-0.8	-2.1	0.1	0.6	-0.9	4.2	2.0	-0.3
Cc1ccc(S(=O)(=O)Nc2ccsc2C#N)cc1	3.0	-0.1	2.3	-0.1	2.2	0.6	-0.2	-0.2	-2.6	-1.2	0.3
COc1ccccc1-c1nn(-c2ccccc2)cc1C(=O)NC1CC1	1.3	0.5	1.4	-0.3	3.5	0.6	0.6	-1.2	-5.5	0.6	-0.1
Cc1cccc(OCc2nc3ccccc3c(=O)n2N)c1	1.7	0.4	-0.5	1.7	-2.3	-0.1	-0.2	-0.9	1.9	3.9	0.0
O=C(Nc1cccc(F)c1)Nc1ccnn1C1CCN(C(=O)c2cscn2)CC1	-0.5	1.6	2.3	-0.2	-1.4	-0.1	-0.8	-1.0	0.8	7.4	1.2
COc1cc(F)ccc1Oc1cccc2c1S(=O)(=O)N([C@H](C)c1ccccc1)C[C@@H](COCc1ccccc1)O2	-0.6	0.1	·	·	2.2	0.1	-1.8	-0.6	2.2	-1.4	-0.4
O=C(c1ccncc1)N1c2ccccc2Sc2ccccc21	-47.9	-1.6	0.3	-3.3	-19.2	-0.1	-2.6	-1.0	3.2	-2.5	-3.5
CN(C)c1ccc(C2/C(=C(/O)c3ccccc3)C(=O)C(=O)N2CCCC(=O)O)cc1 (stereo unspecified)	3.4	0.0	0.1	-1.3	2.0	0.3	-0.3	-1.2	-5.0	0.3	0.5
Nc1nc(N)nc(-c2cc(C(F)(F)F)ccc2Cl)n1	0.9	0.3	1.7	-0.3	2.4	0.3	-0.1	-1.1	3.8	-1.1	-1.4
OC(CNCc1cccnc1)COc1ccc2ccccc2c1 (stereo unspecified)	-4.6	-0.2	0.9	-0.6	-0.2	0.2	-1.3	-0.7	-0.4	-0.2	-0.1
CC(C)C[C@@]12C(=O)N(c3cccc(F)c3)C(=O)N1[C@H](c1ccc(F)cc1)[C@@H]1C(=O)N(C3CCCCC3)C(=O)[C@@H]12	-10.2	-0.4	11.8*	-0.9	-0.5	0.5	-0.1	-1.3	-7.5	1.1	-1.2
Cc1[nH]n(-c2ccccc2)c(=O)c1C=Nc1cnc2ccccc2c1	1.1	0.0	-0.4	0.5	-2.2	46.2*	1.4	0.4	-4.5	1.1	0.1
O=C(Nc1ccc(S(=O)(=O)N2CCCC2)cc1)c1ccc(F)cc1	1.6	1.6	-0.6	0.1	1.8	0.1	-0.6	-0.9	2.8	2.9	-0.5
BrC(=C\c1ccccc1)/C=N/Nc1nc2ccccc2[nH]1	-1.1	1.0	-2.0	0.0	-4.1	1.0	0.6	-1.2	-20.5	1.9	-0.1
Cc1cc(N2C(=O)C(O)=C(C(=O)c3ccco3)C2c2ccc([N+](=O)[O-])cc2)no1 (stereo unspecified)	-0.5	-0.2	2.2	0.4	2.8	-0.1	-1.4	-0.8	-6.1	-0.9	0.1
Cc1cc(C)c(C)c(S(=O)(=O)NCc2cccnc2)c1C	3.4	-0.3	-0.6	-0.9	1.4	-0.1	-0.8	-1.4	-8.1	0.6	1.3
Cc1cc2oc(=O)cc(Cn3ccnc3)c2cc1C	-3.0	-0.2	-2.0	0.9	-2.3	-0.1	-0.3	-1.4	-4.8	0.3	0.7
CC(C)(C)NC(=O)CN(C(=O)Cn1nnc(-c2ccccc2F)n1)c1cccc2c1CCCC2	-1.6	-0.8	-2.3	0.3	-1.2	-0.3	-6.1	-1.3	-17.3	-3.8	0.2
COc1ccc(NCc2cc(=O)oc3cc(NC(C)=O)ccc23)cc1	-3.3	-0.1	2.2	0.2	-0.4	-0.8	-0.8	-1.3	12.7	-0.8	-1.1
COc1ccc(CC(=O)NC(C)c2nnc(SCc3nc4ccccc4c(=O)[nH]3)n2C)cc1 (stereo unspecified)	2.6	0.8	-1.2	0.6	5.1	-0.1	-2.3	-0.8	1.6	-0.7	0.1
O=S(N1CCc2ccccc21)C12CC3CC(CC(C3)C1)C2 (stereo unspecified)	-3.5	0.1	0.4	2.1	-0.2	-0.5	-4.8	-0.6	-5.7	1.1	0.4
Cc1ccc(NC(=S)NCc2ccc(S(N)(=O)=O)cc2)c(C)c1	0.4	-0.3	0.0	-0.3	3.7	0.0	0.5	-0.3	13.8	-0.2	-1.6
S=c1[nH]nc(C2COc3ccccc3O2)o1 (stereo unspecified)	3.6	0.9	-0.2	-0.9	4.8	-0.3	0.4	-1.3	2.5	0.9	-1.7
Cc1c(C(=O)O)cccc1-c1ccc(/C=C2/NC(=O)N(c3ccccc3)C2=O)o1	2.6	1.5	2.4	-0.2	-2.1	2.2	-2.1	-0.9	-2.5	10.3	0.0
COc1ccc(OC)c(Nc2cc(C)c3ccccc3n2)c1	-6.1	0.0	0.1	2.3	-3.9	0.5	-2.1	-1.4	5.7	0.0	-1.1
COc1ccc(C=NNC(=O)CCCC(=O)NN=Cc2ccc(OC)c(O)c2)cc1O	1.3	0.5	1.5	0.1	1.4	0.0	-1.5	-0.9	-10.8	0.8	2.0
O=S(=O)(c1ccc2c(c1)OCCO2)N1CCC(c2nc3ccc(Cl)cc3[nH]2)CC1	-7.8	-1.9	-1.2	-2.3	-3.2	0.0	-3.6	-2.6	-26.8	-3.9	-3.2
O=C(NC1CC2CCCC(C1)N2CC(=O)N1CCCc2ccccc21)C1CCCCC1 (stereo unspecified)	-2.3	1.1	0.0	-0.1	-2.9	0.0	-1.6	-0.8	-0.3	-1.0	-1.4
CCCNC(=O)c1ccccc1NC(=O)c1cccc(-n2cnnn2)c1	0.1	-1.3	0.5	-0.3	-1.9	-0.9	-3.0	-1.0	8.6	0.8	-1.6
Cc1onc(-c2ccccc2Cl)c1C(=O)Nc1ccc(Br)cc1	-5.9	-0.7	-0.1	-0.8	-6.0	0.3	0.2	-1.1	-7.3	0.2	-2.3
O=C(Nc1ccc2c(c1)OCO2)C1CC(c2ccc(Cl)cc2)=NO1 (stereo unspecified)	-1.3	0.3	1.4	0.6	1.2	1.2	-1.8	-1.0	1.1	-0.5	0.0
CCCc1cc(-n2ccnc2C)n2c(nc3ccccc32)c1C#N	5.0	0.2	1.9	1.6	-7.1	2.6	-0.7	-1.8	2.5	1.8	1.1
CNC(=O)C1CCN(S(=O)(=O)c2c(C)noc2/C=C/c2ccccc2F)CC1	3.5	0.9	2.0	-1.0	-4.9	-0.3	3.9	-0.4	-0.3	0.6	-0.2
O=C(NNC(=O)c1ccco1)c1csc(N2CCOCC2)n1	0.9	2.0	2.2	0.1	6.9	-0.3	-0.2	-0.3	-4.9	-0.7	-1.8

3 entries already listed, sorted by the value under DAX1 inh-2, ascending:
| SMILES | GC-A act | DAX1 inh-1 | DAX1 inh-2 | GC-B act | KLK7 zymogen act | SMARCA2 act | ssDAF12 agonist | HGIII-sPLA2 inh | hcDAF-12 act |
| --- | --- | --- | --- | --- | --- | --- | --- | --- | --- |
| CNC(=O)C1CCN(S(=O)(=O)c2c(C)noc2/C=C/c2ccccc2F)CC1 | 3.5 | 0.9 | -1.0 | -4.9 | -0.3 | 3.9 | -0.4 | -0.3 | -0.2 |
| Cc1onc(-c2ccccc2Cl)c1C(=O)Nc1ccc(Br)cc1 | -5.9 | -0.7 | -0.8 | -6.0 | 0.3 | 0.2 | -1.1 | -7.3 | -2.3 |
| CCCNC(=O)c1ccccc1NC(=O)c1cccc(-n2cnnn2)c1 | 0.1 | -1.3 | -0.3 | -1.9 | -0.9 | -3.0 | -1.0 | 8.6 | -1.6 |

Hits appear at their usual frequency. About 6.7% of those tested had a hit in this group.
